human PMI inhibition: MPI enzyme activity inhibition – biochemical, fluorescence intensity, coupled assay, primary screen (AID 1209); purified PMI enzyme, coupled fluorescence intensity; higher % means a stronger effect; actives 0.42% (n = 190,000); one-dose inhibition, % at 20 µM; IC50 in µM for titrated hits;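 note: plate controls were DMSO vehicle for no effect and wells lacking substrate for full effect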
TNAP activation fold: stimulation of alkaline phosphatase TNAP activity – biochemical, luminescent, no phosphate acceptor, uHTS, primary screen (AID 1001); purified TNAP, luminescent activation assay, no phosphate acceptor; higher activation fold means a stronger effect; activation fold at 20 µM, or EC50 in µM where a hit was titrated; actives 0.03% (n = 200,000); in the data active = activation fold from about 3, or a potency from the dose series; inactive = the rest, 99 in 100 with activation fold below about 1.6; note: many of its hits are not listed in these tables
WT yeast gro inh: growth inhibition of WT yeast, mitochondrial fusion screen. mitochondrial fusion phenotypic screen, WT strain. inhibition, % at 10 µM. actives 2.1% (n = 190,000). AID 1362; in the data active = inhibition above about 58%; tested in S. cerevisiae
P. falciparum M1AAP: P. falciparum M1AAP inhibitors, biochemical, fluorogenic H-Leu-NHMec substrate, 1536-well (AID 1445); recombinant M1AAP, H-Leu-NHMec fluorogenic kinetic assay; higher % means a stronger effect; inhibition, % at 30 µM; hits with a dose series show IC50 in µM; actives 0.42% (n = 220,000);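 active = primary inhibition above the hit cutoff, then over 50% inhibition at one or more dose response concentrations, cut at about 23% in these data, passing the limit was not always enough; inconclusive = conflicting primary data, or primary hits not chosen for dose response; inactive = low primary inhibition, or under 50% at every dose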;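 note: plate controls were DMSO full reaction for no effect and no enzyme background for full effect; strong numbers were not always called active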
Hep lipid drop: modulators of hepatic lipid droplet formation; AML12 mouse hepatocytes, oleate lipid droplets, BODIPY imaging; inhibition, % at 6.5 µM; actives 0.4% (n = 240,000);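 active = lipid droplet intensity inhibited by at least 50%, with more than 500 cells counted; inconclusive = wells with under 300 cells, treated as cytotoxic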
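Assay system: AML12 mouse liver cells | Compound: 6.5 µM single-point dosing | Schedule: Overnight exposure | Technique: Fluorescence imaging, 20x objective, two fields per well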
CSM14.1 death rescue: protection against thapsigargin-triggered cell killing – 384-well, CSM14.1, ATP luminescence, primary screen (AID 1222); CSM14.1 thapsigargin-induced death rescue, ATP luminescence; higher % means a stronger effect; cellular ATP content (survival), % at 20 µM, or EC50 in µM where a hit was titrated; 190,000 tested, under 10 active;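 active = EC50 below 50 µM in the dose-response confirmation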;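 note: death triggered by thapsigargin at about 15 µM added after 2 h compound pretreatment; cell ATP read after overnight thapsigargin exposure of roughly 18 to 22 hours; normalized against plate controls of thapsigargin alone and 5% DMSO vehicle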
PMI inhibition: MPI inhibition at elevated mannose 6-phosphate – biochemical, fluorescence intensity, high mannose 6-phosphate, primary screen (AID 1220). one-dose inhibition, % at 20 µM; IC50 in µM for titrated hits. actives 0.66% (n = 190,000). recombinant PMI enzyme, coupled fluorescence intensity; higher % means a stronger effect
Myeloid diff MLP: promotes myeloid progenitor differentiation; ER-HoxA9 myeloid progenitors, lysozyme-GFP differentiation, flow cytometry; calls only at 10 µM; actives 1% (n = 360,000);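 active = normalized GFP-positive differentiation at or above the plate's own cutoff, the solvent-only control mean plus 3 SD; inconclusive = no clear call, values can overlap the other calls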;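 note: cells exposed to compound for four days before flow analysis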
UTI89 phage lysis: inhibition of K1F phage lysis, E. coli UTI89, bacterial capsule biogenesis inhibitors, alamar blue (AID 488966); E. coli UTI89 K1F phage lysis, alamar blue, 2 h; higher % means a stronger effect; one-dose inhibition, % at 100 µM; IC50 in µM for titrated hits; actives 0.02% (n = 340,000);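 active = phage lysis inhibition, versus mean bacterial control, above a set limit; inconclusive = no clear call, values can overlap the other calls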;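 note: capsule biogenesis inhibitors block K1F phage lysis so surviving cells raise fluorescence; higher fluorescence means more inhibition of phage lysis; actives were called in the ten point dose series up to 300 µM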
WT yeast gro inh mutant strain: also measured in WT yeast gro inh; calls as there; inhibition, %; mitochondrial fusion phenotypic screen, mutant strain inhibition
Hep lipid drop cells 6.5 µM: also measured in Hep lipid drop; calls as there; cell count; measured here: cell count, cytotoxicity flag;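 cells counted across two imaged fields per well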
Myeloid diff MLP GFP+ MAC1+ %: second read-out of Myeloid diff MLP, no call of its own (marks repeat the call); GFP+ MAC1+ double positive, %; measured here: differentiation confirmed by MAC1 staining
* hit, by the source's call; i = inactive; ? = inconclusive; . = no result given; [ ] = remark or other dose. Cut-off read from the data, not from the text of the source, unless noted: active = inhibition above about 50%; inactive = the rest.

SMILES	human PMI inhibition	TNAP activation fold	WT yeast gro inh	WT yeast gro inh mutant strain	P. falciparum M1AAP	Hep lipid drop	Hep lipid drop cells 6.5 µM	CSM14.1 death rescue	PMI inhibition	Myeloid diff MLP	Myeloid diff MLP GFP+ MAC1+ %	UTI89 phage lysis
CCOC(=O)C1CCN(C(=O)c2sc3nc(-c4ccc(F)cc4)cn3c2C)CC1	-2%	1.1	-5	-12	11%	.	.	-0.3%	0%	i	0.4	0.4%
O=C(CSc1nnc(Cc2cc(=O)[nH]c(=O)[nH]2)n1-c1ccc(Cl)cc1)N1CCc2ccccc21	1%	1	2	0	6%	-4	690	-1.1%	-1%	.	.	.
Cc1ccccc1NC(=O)c1cn(-c2ccccc2)nc1-c1ccccc1	-5%	1.2	17	14	7%	-10	601	-1.8%	-20%	i	0.5	0.5%
Cn1c(Cc2ccccc2)nnc1SCC(=O)c1ccc(Br)s1	-4%	1.1	63*	6.1*	-2%	-11	712	.	-27%	i	1.0	0.0%
COc1ccc(C(=O)Nc2cccc(C(=O)N3CCN(C)CC3)c2)cc1	5%	1.1	-12	11	2%	0	747	0.1%	0%	i	0.8	0.8%
CCCCc1c(O)nc(SCC(=O)N2CCOCC2)[nH]c1=O	5%	1.2	-6	-4	0%	-4	721	-3.2%	6%	i	1.1	0.7%
COc1cccc(NC(=S)/C(=C(\[O-])c2cc(C)n(-c3ccccc3F)c2C)[n+]2ccc(N(C)C)cc2)c1	11%	1.1	5	-10	8%	-18	665	0.3%	11%	i	0.6	0.1%
Cc1[nH]c2ccccc2c1C(=O)CN1CCCCC1C (stereo unspecified)	0%	1.1	-3	0	3%	.	.	-2.2%	4%	i	1.7	-0.3%
CCCn1c(SCC(=O)NC2CCCCC2)nnc1-c1ccccn1	-11%	1.1	-11	3	4%	1	740	0.5%	0%	i	0.4	-0.4%
CC(CCc1ccccc1)NC(=O)C(=O)NCc1ccccc1 (stereo unspecified)	-10%	1.2	-16	-6	8%	-2	554	1.0%	-14%	i	0.9	0.9%
COc1ccc(OC)c(S(=O)(=O)N(C)CC(=O)N2CCN(c3cccc(Cl)c3)CC2)c1	16%	1.1	0	15	10%	-37	726	-0.3%	14%	i	1.7	-0.1%
C=CCOC(=O)C1=C[C@H](c2coc3ccccc3c2=O)C[C@H](OCc2ccc(CO)cc2)O1	-4%	1.1	-25	-22	4%	-13	705	5.8%	-7%	i	2.1	1.2%
CN(c1ccccc1)c1ccc(/C=C(\CCC(=O)O)c2nc3ccccc3s2)cc1[N+](=O)[O-]	5%	0.9	24	-11	16%	-1	595	1.1%	6%	i	0.8	-4.4%[50 µM]
O=C(CSc1nc2ccccc2o1)N1c2ccccc2Sc2ccc(C(F)(F)F)cc21	20%	1.1	12	3	3%	-57	620	-1.3%	13%	i	0.3	1.4%[50 µM]
NNc1nc2ccccc2nc1C(F)(F)F	-10%	0.8	2	-3	13%	29	698	-0.2%	-6%	i	0.6	-0.9%
O=C1NCC(=O)N(Cc2ccccc2)/C1=C/c1ccccc1	-7%	1.2	-14	-4	3%	16	719	0.2%	-7%	i	0.6	2.4%
NC(=O)c1ccc(NC(=O)CCCN2C(=O)c3ccccc3C2=O)cc1	-4%	1.1	63*	-0.3*	4%	-2	758	-1.3%	-4%	i	1.4	0.2%
CN1CCN(c2ncnc3sc(-c4ccccc4)cc23)CC1	17%	1.1	-3	0	10%	-9	636	0.3%	14%	i	0.3	0.1%
CN(C)C(=O)C1CCC(=O)N1Cc1cccs1 (stereo unspecified)	-12%	1	5	5	14%	-1	688	-1.6%	-10%	i	0.9	0.2%
O=C(Nc1cccc(S(=O)(=O)N2CCCCC2)c1)c1ccccn1	-1%	1.1	24	12	0%	7	773	-0.7%	-2%	i	0.2	0.1%
CC1(C)CC(=O)C2=C(C1)N=C1c3ccccc3C(=O)C1C2c1ccc(Cl)cc1 (stereo unspecified)	1%	0.9	25	36	2%	6	642	-0.9%	-7%	i	1.6	5.7%
CCN(CC)C(=O)COc1ccc(CC(=O)O)cc1OC	-8%	1.1	14	16	1%	.	.	1.6%	-3%	i	0.6	5.8%
COc1cc(C(=O)Nc2cccc(S(=O)(=O)N3CCCC3)c2)cc(OC)c1C	.	.	.	.	5%	-9	743	.	.	?	.	0.4%
CCc1ccc(CNC(=O)C2CCC(=O)N2C2CCCCC2)cc1 (stereo unspecified)	0%	1.1	8	27	10%	.	.	-0.7%	-1%	i	10	2.1%
COc1ccccc1Oc1coc2cc(OC(=O)N3CCOCC3)ccc2c1=O	9%	1.1	-2	-1	4%	-1	764	-1.8%	11%	i	1.0	0.6%
CN1CCCN(S(=O)(=O)c2ccc3c(c2)OCCO3)CC1	10%	1.1	23	-34	0%	.	.	-0.4%	9%	i	0.7	0.1%
O=C(NC1(C(F)(F)F)N=C2SCCN2C1=O)c1ccccc1 (stereo unspecified)	-3%	1	7	0	4%	.	.	-1.3%	-8%	i	1.2	0.0%
Cc1cccc(C)c1OCC(O)CN(Cc1ccccc1O)C1CCCCC1 (stereo unspecified)	-3%	1	24	31	-4%	-9	667	-2.9%	4%	i	0.4	0.1%
CC(C)CCOc1ccc(C(CC(N)=O)C(=O)O)cc1 (stereo unspecified)	2%	1.1	28	19	2%	0	708	-1.2%	-2%	i	0.8	0.4%
CCOCCc1c(O)nc(SCC)[nH]c1=O	.	.	.	.	-1%	3	701	.	.	i	0.1	0.2%
O=C(CCN1CCN(c2ccccc2)CC1)NNC(=S)Nc1ccccc1Cl	-7%	2.3	-14	8	-19%	-5	686	0.1%	-6%	i	0.4	0.5%
CC1(NC(=S)N(CCO)CCO)CCS(=O)(=O)C1 (stereo unspecified)	17%	1	-9	-3	-5%	8	622	-5.4%	-2%	i	0.6	1.6%[50 µM]
O=C(/C=C/c1ccc(F)cc1)NCC1(c2ccccc2)CCOCC1	19%	1.1	0	8	-3%	20	620	-2.7%	8%	i	0.5	-0.1%
COc1cccc(Oc2cnc(N)nc2-c2ccc(OC)cc2O)c1	9%	1.1	14	23	15%	21	758	.	6%	i	1.4	-0.6%
CC(=O)N1C(=O)N(C(C)=O)C2C1N(C)C(=O)N2C(C)=O (stereo unspecified)	8%	1.1	-11	3	1%	-4	730	-1.4%	8%	i	0.2	2.3%
CCCCn1c(SCc2ccc(Cl)cc2)nc2c1c(=O)[nH]c(=O)n2C	10%	1	10	8	-6%	-21	697	.	-3%	i	0.4	1.0%
Cc1cc(N(C)C)nc(SC(C)C)n1	9%	1.1	15	28	11%	-26	643	-1.6%	2%	i	0.2	0.9%
CCOc1cc(C)c(C(C)C)cc1S(=O)(=O)N1CC(C)OC(C)C1 (stereo unspecified)	6%	1	6	10	-1%	-4	732	-1.0%	0%	i	0.7	0.1%
CCc1ccc(OC2=NS(=O)(=O)c3ccccc32)cc1	-29%	1	-4	0	2%	-12	658	-1.6%	-14%	i	1.3	-0.4%
CCOc1ccc(-c2cn[nH]c2N)cc1	7%	1	-16	7	-6%	8	804	-1.0%	6%	i	0.7	11%

A second format for two compounds above:
CCCCn1c(SCc2ccc(Cl)cc2)nc2c1c(=O)[nH]c(=O)n2C
  human PMI inhibition = 10% | TNAP activation fold = 1 | WT yeast gro inh = 10 | WT yeast gro inh mutant strain = 8 | P. falciparum M1AAP = -6% | Hep lipid drop = -21 | Hep lipid drop cells 6.5 µM = 697 | CSM14.1 death rescue = . | PMI inhibition = -3% | Myeloid diff MLP = i | Myeloid diff MLP GFP+ MAC1+ % = 0.4 | UTI89 phage lysis = 1.0%

Cc1cc(N(C)C)nc(SC(C)C)n1
  human PMI inhibition = 9% | TNAP activation fold = 1.1 | WT yeast gro inh = 15 | WT yeast gro inh mutant strain = 28 | P. falciparum M1AAP = 11% | Hep lipid drop = -26 | Hep lipid drop cells 6.5 µM = 643 | CSM14.1 death rescue = -1.6% | PMI inhibition = 2% | Myeloid diff MLP = i | Myeloid diff MLP GFP+ MAC1+ % = 0.2 | UTI89 phage lysis = 0.9%

(continued)
SMILES	human PMI inhibition	TNAP activation fold	WT yeast gro inh	WT yeast gro inh mutant strain	P. falciparum M1AAP	Hep lipid drop	Hep lipid drop cells 6.5 µM	CSM14.1 death rescue	PMI inhibition	Myeloid diff MLP	Myeloid diff MLP GFP+ MAC1+ %	UTI89 phage lysis
COc1c2ccoc2c(OC[C@@H](O)C(C)(C)OC)c2oc(=O)ccc12	-2%	1	4	-7	-8%	-2	795	-3.5%	9%	i	1.2	-0.1%
CC(C)C1NC(=S)N(C2CCCCC2)C1=O (stereo unspecified)	-1%	1.1	-9	-2	1%	8	756	-1.4%	1%	i	0.1	4.7%
CCN1CCN(C(=S)c2ccc(OCC(=O)N3CCOCC3)cc2)CC1	-1%	1	4	13	-3%	.	.	0.5%	-1%	i	0.6	0.1%
O=C(CSc1nc2ccccc2c(=O)[nH]1)N1CCOCC1	1%	1.1	6	26	1%	0	762	0.7%	6%	i	4.8	2.5%[50 µM]
CCOC(=O)c1cc(-c2csc(-c3ccc(C(C)(C)C)cc3)n2)on1	.	.	.	.	3%	-10	706	.	.	i	0.0	-1.9%
O=C(COc1ccc2ccccc2c1)NC1=NCCS1	-4%	1	3	8	11%	-2	790	0.3%	-16%	i	0.3	0.8%
Cc1ccc(OCCCC(=O)Nc2nnc(C3CCCO3)s2)c(C)c1 (stereo unspecified)	4%	1.1	4	-4	.	6	711	1.2%	12%	i	0.2	0.3%
CCn1c(SCC(=O)Nc2nnc(C)s2)nnc1-c1ccncc1	5%	1	5	-20	4%	20	620	-0.4%	2%	i	2.0	0.7%
CCc1cccc(NC(=O)Nc2ccc3c(c2)OCO3)c1	13%	1	12	-3	0%	-2	699	-1.6%	16%	i	1.5	0.2%
COc1cc(OC)cc(-n2nnnc2SCC(=O)NCCc2ccc(OC)c(OC)c2)c1	.	1.1	-4	-9	4%	-3	696	5.8%	.	i	1.2	-0.3%
Cc1ccc(C(=O)c2ccc(C)cc2)cc1	4%	0.9	-20	9	-2%	-4	698	.	-2%	i	0.5	0.4%
N#CC1=C(N)C(C#N)(C#N)C2(CCC3(CC2)OCCO3)C2CC3(CC=C12)OCCO3 (stereo unspecified)	-6%	1.1	2	-2	-9%	.	.	-0.9%	-1%	i	7.1	1.1%
O=C(O)C1CCCCC1C(=O)NCCC(c1ccccc1)c1ccccc1 (stereo unspecified)	-7%	1	2	-7	13%	.	.	-0.7%	-8%	i	1.9	0.1%

Screening data as filed in PubChem BioAssay.
